# FAS TE block – FAS thioesterase (human) inhibition | P49327 | recombinant FAS-TE, OMFH fluorogenic substrate, fluorescence endpoint | inhibition, % at 15 µM | 0.67% of 360,000 active;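 active = compounds whose normalised, plate-corrected inhibition of enzyme fluorescence in the single-dose primary screen is 50% or more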;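 note: 0% = DMSO with enzyme and 100% = substrate without enzyme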
# bovine MsrA act – activators of bovine methionine sulfoxide reductase A | purified bovine MsrA, absorbance read-out | activation, % at 10.6 µM | 0.3% of 360,000 active; in the data active = activation above about 7.5%;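 note: 0% = vehicle and 100% = reference activator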
# Neddylation inh – inhibitors of human cullin neddylation | 0.58% of 360,000 active | calls only at 25 µM | AID 651699 | TR-FRET cullin neddylation, biochemical | P61081+Q13564; in the data active = inhibition above about 36%
# Target sequence (P61081 whole entry, looked up): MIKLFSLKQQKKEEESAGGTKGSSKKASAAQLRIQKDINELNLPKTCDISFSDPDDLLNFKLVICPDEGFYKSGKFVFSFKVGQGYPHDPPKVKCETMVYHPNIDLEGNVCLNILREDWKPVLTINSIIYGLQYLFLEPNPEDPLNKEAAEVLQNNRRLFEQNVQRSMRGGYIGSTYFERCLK
# Target sequence (Q13564 whole entry, looked up): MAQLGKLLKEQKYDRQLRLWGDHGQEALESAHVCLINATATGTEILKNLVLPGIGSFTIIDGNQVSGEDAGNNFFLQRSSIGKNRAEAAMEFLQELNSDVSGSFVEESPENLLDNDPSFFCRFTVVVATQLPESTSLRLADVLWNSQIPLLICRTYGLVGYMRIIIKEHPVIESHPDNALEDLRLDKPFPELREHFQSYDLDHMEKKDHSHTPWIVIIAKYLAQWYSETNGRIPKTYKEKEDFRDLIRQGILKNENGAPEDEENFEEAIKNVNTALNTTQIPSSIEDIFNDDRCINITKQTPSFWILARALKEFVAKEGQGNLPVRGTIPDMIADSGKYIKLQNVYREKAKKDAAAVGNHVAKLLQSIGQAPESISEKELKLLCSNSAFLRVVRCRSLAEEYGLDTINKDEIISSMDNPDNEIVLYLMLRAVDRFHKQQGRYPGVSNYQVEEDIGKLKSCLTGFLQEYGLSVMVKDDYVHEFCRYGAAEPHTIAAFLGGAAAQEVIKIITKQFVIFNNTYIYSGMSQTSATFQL
# Rin1-Abl PPI inh – human Rin1-Abl interaction inhibition; TR-FRET Rin1/Abl binding, biochemical; inhibition, % at 7.35 µM; 0.4% of 360,000 active; in the data active = inhibition above about 5%, passing the limit was not always enough
# MT1-MMP act inh – MT1-MMP (human) activation inhibition. GFP/RFP ratio change, % at 20 µM. AID 651647. HT1080 RFP-PRO-GFP cells, GFP/RFP ratio fluorescence, overnight; percent of plate control window, DMSO zero. 0.061% of 360,000 active. P50281;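 active = GFP/RFP ratio change of at least 30% with cell ATP level not reduced by more than half and red fluorescence within 50% of control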; note: strong numbers were not always called active
#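 Read-out: GFP/RFP fluorescence ratio; Test system: RFP-PRO-GFP reporter HT1080 cells; Compound dosing: single-point 20 µM compound, 1% DMSO; Times: overnight compound exposure at 37 °C.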
# SKN-1 inh – blocks SKN-1 activity in C. elegans; inhibition, % at 21.8 µM; 0.49% of 360,000 active; AID 624304; C. elegans VP596 Pgst-4::GFP/RFP ratio, acrylamide-induced, 24 h;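 active = interference check ratio from 0.5 to 1.5 plus GFP to RFP signal ratio inhibition reaching or exceeding a fixed threshold, cut at about 30% in these data, passing the limit was not always enough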; note: some compounds called inactive have numbers as strong as hits
# MsrA inhibitor – inhibits bovine methionine sulfoxide reductase A; 0.75% of 360,000 active; purified bovine MsrA, absorbance read-out; AID 651718; inhibition, % at 15.5 µM; in the data active = inhibition above about 4.5%;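 note: 0% = vehicle wells with enzyme and 100% = reference inhibitor wells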
# NRP1-CendR mod – alters CendR peptide binding to human NRP-1 | 0.85% of 360,000 active | FAM-RPARPAR peptide binding to NRP-1, fluorescence polarization | inhibition, % at 25 µM | O14786 | AID 602438;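 active = inhibition or corrected inhibition above about 18%, plus a signal ratio from 0.5 to 1.5, limit read from the data, passing the limit was not always enough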; note: strong numbers were not always called active
# eLon inh – E. coli protease La inhibition | AID 602123 | 0.42% of 360,000 active | purified E. coli Lon protease, fluorescence polarization | P0A9M0 | inhibition, % at 7.94 µM; in the data active = inhibition above about 13%, passing the limit was not always enough;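 note: 0% = enzyme with probe and DMSO and 100% = no enzyme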
# Starred values were filed as active, the others as inactive; i = inactive; / = no result given; + = active, no number.
(1) CC(C)Cn1c(N)c(C(=O)COC(=O)c2ccncc2)c(=O)n(C)c1=O
(2) COc1ccc(CN(Cc2cccnc2)S(=O)(=O)c2ccc(-n3cnnn3)c(OC)c2)cc1
(3) Cc1ccc(CNC(=O)c2cccc3c2C(=O)c2ccc(N4CCOCC4)cc2S3(=O)=O)cc1
(4) CCN(CC)CCCNC(=O)Cn1ncn2cccc2c1=O
(5) COC(=O)c1nn(-c2ccccc2)c(Sc2ccc(Cl)cc2)c1/C=N/O
(6) O=C(c1ccc(S(=O)(=O)N2CCCCC2)cc1)N1CCCc2ccccc21
Screen / compound no.	1	2	3	4	5	6
FAS TE block	-1	11	-9	-2	-37	6
bovine MsrA act	-11	8.1*	-2	3	-1	-3
Neddylation inh	i	i	i	i	i	i
Rin1-Abl PPI inh	4	-4	-4	-1	3	-1
MT1-MMP act inh	7	-2	-27	1	-11	-7
SKN-1 inh	17	21	16	12	5	0
MsrA inhibitor	0.5	-0.9	-0.6	0.5	-1.0	-1.1
NRP1-CendR mod	-3	-8	-15	-5	5	9
eLon inh	-10	-1	-39	-5	-4	-1

(7) O=[N+]([O-])c1ccc(Cl)c(/C=N/n2c(-c3ccncc3)n[nH]c2=S)c1
(8) COc1ccc(N2CCN(S(=O)(=O)c3c(C)[nH]c(C)c3C(=O)N3CCCCC3)CC2)cc1
(9) N=C1SCC(=O)N1c1ncc(Cc2ccccc2Cl)s1
(10) O=C(O)CCC(=O)Nc1nc2nccc(-c3ccccc3)n2n1
(11) Cc1ccc(S(=O)(=O)Nc2ccccc2C(N)=O)cc1
(12) O=C(N/N=C/c1ccc(Br)cc1)c1cc[n+](Cc2ccccc2)cc1
Screen / compound no.	7	8	9	10	11	12
FAS TE block	11	-4	-12	-6	-4	-7
bovine MsrA act	-2	-2	-4	-3	-8	0
Neddylation inh	i	i	i	/	i	i
Rin1-Abl PPI inh	1	-1	-1	-4	-6	-6
MT1-MMP act inh	1	0	9	1	3	5
SKN-1 inh	-4	4	8	2	-18	4
MsrA inhibitor	0.2	0.6	3.0	0.3	-0.1	0.8
NRP1-CendR mod	-6	-1	-14	-8	-11	-13
eLon inh	3	-11	-9	-5	6	-1

(13) CCCc1nc2c3ccccc3ccn2c1Cc1ccccc1C(F)(F)F
(14) CCC1(C)Cc2c(sc3nc(SC)[nH]c(=O)c23)CO1 (stereo not drawn)
(15) Cc1cnc(C(=O)NC2CCSc3ccccc32)cn1 (stereo not drawn)
(16) CC(C(=O)N(C)C1CCS(=O)(=O)C1)N1C(=O)/C(=C/c2ccco2)SC1=S (stereo not drawn)
(17) Cc1sc2nc(C(C)C)nc(SCC(=O)NCc3ccco3)c2c1C
(18) COc1cccc(C(=O)COC(=O)C2CC3CCCC(C2)C3=O)c1 (stereo not drawn)
Screen / compound no.	13	14	15	16	17	18
FAS TE block	12	-2	-2	-3	18	3
bovine MsrA act	-7	6	-1	-9	-3	-4
Neddylation inh	i	i	i	i	i	i
Rin1-Abl PPI inh	3	-1	2	1	2	0
MT1-MMP act inh	-1	0	-2	15	-25	4
SKN-1 inh	-5	9	-3	-1	5	8
MsrA inhibitor	2.5	-0.9	0.3	0.9	-0.7	-1.1
NRP1-CendR mod	-23	13	-1	-34	-16	-1
eLon inh	-10	-5	-8	4	-10	-10

# Twelve entries from above, reformatted.
# Fields – FAS TE block	bovine MsrA act	Neddylation inh	Rin1-Abl PPI inh	MT1-MMP act inh	SKN-1 inh	MsrA inhibitor	NRP1-CendR mod	eLon inh
5. COC(=O)c1nn(-c2ccccc2)c(Sc2ccc(Cl)cc2)c1/C=N/O
 : -37	-1	i	3	-11	5	-1.0	5	-4
6. O=C(c1ccc(S(=O)(=O)N2CCCCC2)cc1)N1CCCc2ccccc21
 : 6	-3	i	-1	-7	0	-1.1	9	-1
7. O=[N+]([O-])c1ccc(Cl)c(/C=N/n2c(-c3ccncc3)n[nH]c2=S)c1
 : 11	-2	i	1	1	-4	0.2	-6	3
8. COc1ccc(N2CCN(S(=O)(=O)c3c(C)[nH]c(C)c3C(=O)N3CCCCC3)CC2)cc1
 : -4	-2	i	-1	0	4	0.6	-1	-11
9. N=C1SCC(=O)N1c1ncc(Cc2ccccc2Cl)s1
 : -12	-4	i	-1	9	8	3.0	-14	-9
10. O=C(O)CCC(=O)Nc1nc2nccc(-c3ccccc3)n2n1
 : -6	-3	/	-4	1	2	0.3	-8	-5
11. Cc1ccc(S(=O)(=O)Nc2ccccc2C(N)=O)cc1
 : -4	-8	i	-6	3	-18	-0.1	-11	6
12. O=C(N/N=C/c1ccc(Br)cc1)c1cc[n+](Cc2ccccc2)cc1
 : -7	0	i	-6	5	4	0.8	-13	-1
13. CCCc1nc2c3ccccc3ccn2c1Cc1ccccc1C(F)(F)F
 : 12	-7	i	3	-1	-5	2.5	-23	-10
14. CCC1(C)Cc2c(sc3nc(SC)[nH]c(=O)c23)CO1 (stereo not drawn)
 : -2	6	i	-1	0	9	-0.9	13	-5
15. Cc1cnc(C(=O)NC2CCSc3ccccc32)cn1 (stereo not drawn)
 : -2	-1	i	2	-2	-3	0.3	-1	-8
16. CC(C(=O)N(C)C1CCS(=O)(=O)C1)N1C(=O)/C(=C/c2ccco2)SC1=S (stereo not drawn)
 : -3	-9	i	1	15	-1	0.9	-34	4

# New compounds follow:
(19) CCCC1=Nc2cc(C(=O)NCCCN3CCN(C)CC3)ccc2Sc2ccccc21
(20) Cc1ccc(C(=O)N2CCN(c3ncnc4c(C)csc34)CC2)cc1
(21) CC1C(=O)N(Cc2cccc(F)c2)c2ccccc2N1C(=O)c1ccccc1 (stereo not drawn)
(22) Cc1c(Nc2nc3ccccc3nc2NS(=O)(=O)c2cccc(Cl)c2)c(=O)n(-c2ccccc2)n1C
(23) O=C(NCc1ccco1)c1cc(-c2ccccn2)nc2ccccc12
(24) Cc1oc2nc(SCC(=O)NC3CCCCC3)nc(N)c2c1C
Screen / compound no.	19	20	21	22	23	24
FAS TE block	-3	-11	5	-11	-4	1
bovine MsrA act	1	-4	-2	-2	-3	-13
Neddylation inh	i	i	i	i	i	i
Rin1-Abl PPI inh	1	0	2	0	2	-2
MT1-MMP act inh	-2	8	-1	0	-1	1
SKN-1 inh	4	-12	21	4	-3	-10
MsrA inhibitor	-0.7	-0.8	-0.2	3.2	1.1	0.8
NRP1-CendR mod	12	-14	4	-8	-7	0
eLon inh	-6	-1	13	-2	0	-4

(25) CCOc1ccccc1N(C(=O)c1snc(C(N)=O)c1N)C(C(=O)NCCC(C)C)c1ccco1 (stereo not drawn)
(26) CCCn1c(-c2ccc[nH]c2=O)nc2ccccc21
(27) Cc1sc2ncn3ncnc3c2c1C
(28) O=C(O)c1cccc(S(=O)(=O)Nc2ccc(Oc3ccccc3)cc2)c1
(29) C/C(=N\NC(=O)Cc1cccn1C)c1cccs1
Screen / compound no.	25	26	27	28	29
FAS TE block	6	-2	-7	-3	-7
bovine MsrA act	-2	-3	-6	-2	-4
Neddylation inh	+	/	i	i	i
Rin1-Abl PPI inh	0	-2	0	3	2
MT1-MMP act inh	-9	5	-9	3	0
SKN-1 inh	17	3	-6	2	14
MsrA inhibitor	/	4.5	-1.2	-0.5	-0.2
NRP1-CendR mod	10	14	7	-4	1
eLon inh	7	-8	4	-2	-6
